Screening results: PubChem BioAssay, several laboratories
Anthrax LF inh2: Bacillus anthracis LF protease inhibitors, primary screen, biochemical, multiplex microsphere, MLPCN library | inhibition, % at 10 µM | actives 0.12% (n = 360,000) | multiplex microsphere protease cleavage assay | Lethal factor (Bacillus anthracis), P15917; also: plate controls were buffer without enzyme for full effect and enzyme alone for no effect
Target sequence (P15917 whole entry, looked up): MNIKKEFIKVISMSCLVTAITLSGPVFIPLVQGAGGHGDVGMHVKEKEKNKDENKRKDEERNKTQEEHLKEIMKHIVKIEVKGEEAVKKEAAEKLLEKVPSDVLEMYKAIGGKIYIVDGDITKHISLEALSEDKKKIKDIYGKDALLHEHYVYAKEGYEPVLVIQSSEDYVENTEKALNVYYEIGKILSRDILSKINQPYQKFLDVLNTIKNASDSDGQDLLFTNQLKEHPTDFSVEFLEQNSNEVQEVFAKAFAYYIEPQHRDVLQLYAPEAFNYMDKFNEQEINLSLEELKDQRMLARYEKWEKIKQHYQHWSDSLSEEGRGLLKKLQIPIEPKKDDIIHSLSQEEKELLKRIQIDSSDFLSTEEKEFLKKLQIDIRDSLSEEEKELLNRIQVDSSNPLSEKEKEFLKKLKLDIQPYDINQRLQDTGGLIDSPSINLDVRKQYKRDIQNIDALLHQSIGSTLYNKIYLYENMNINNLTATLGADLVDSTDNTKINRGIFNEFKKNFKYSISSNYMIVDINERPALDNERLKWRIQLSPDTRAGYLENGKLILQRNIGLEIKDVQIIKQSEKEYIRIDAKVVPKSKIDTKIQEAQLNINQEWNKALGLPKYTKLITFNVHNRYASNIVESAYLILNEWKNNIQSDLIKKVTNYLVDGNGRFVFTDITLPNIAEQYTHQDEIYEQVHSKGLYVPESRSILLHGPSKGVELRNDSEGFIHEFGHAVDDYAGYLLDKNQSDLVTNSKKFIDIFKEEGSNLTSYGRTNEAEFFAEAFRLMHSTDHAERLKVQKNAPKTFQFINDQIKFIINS
FadD28 binding: inhibitors of FadD28 bisubstrate probe binding, primary screen, biochemical, fluorescence polarization, single point; Mycobacterium tuberculosis FadD28 fatty-acid-AMP ligase; inhibition, % at 12.5 µM; actives 0.22% (n = 360,000); AID 588549, 2011; in the data active = inhibition above about 8.5%, passing the limit was not always enough; inconclusive = no clear call, values can overlap the other calls
CCHF vOTU inh: CCHFV vOTU protease inhibitors, primary screen, biochemical, Pep-AMC substrate, fluorescence; inhibition, % at 11.5 µM; actives 0.55% (n = 370,000); in the data active = inhibition above about 30%; also: 0% = vehicle wells with enzyme and 100% = no enzyme wells
PrPC surface inh: inhibitors of human cell surface prion protein PrPC, primary screen, cell-based, TR-FRET; inhibition, % at 13.8 µM; TR-FRET read-out; actives 0.43% (n = 370,000); in the data active = inhibition above about 24%; also: 0% = median of the test wells and 100% = reference compound wells
PfHsp40 rescue: rescue of yeast from PfHsp40 toxicity, primary screen, S. cerevisiae, ATP luminescence; S. cerevisiae expressing PfHsp40, growth rescue; growth rescue, % at 12.5 µM; actives 0.68% (n = 340,000); in the data active = growth rescue above about 28%, passing the limit was not always enough; inconclusive = no clear call, values can overlap the other calls;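 also: yeast W303a lacking pdr1 and pdr3 grown in galactose medium; growth measured after three days at 30 °C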
BoNT A protease: BoNT/A light chain protease inhibitors, primary screen, biochemical, flow cytometry, MLPCN library. Botulinum neurotoxin type A light chain protease (Clostridium botulinum A str. ATCC 3502). multiplex microsphere protease substrate cleavage. inhibition, % at 10 µM. actives 0.17% (n = 360,000); also: plate controls were buffer without enzyme for full effect and enzyme alone for no effect
BoNT-F LC inh: BoNT/F light chain protease inhibitors, primary screen, biochemical, flow cytometry, MLPCN library; Botulinum neurotoxin type F light chain protease (Clostridium botulinum); Multiplex microsphere protease cleavage assay; inhibition, % at 10 µM; actives 0.22% (n = 360,000); AID 588497, 2011; in the data active = inhibition above about 35%, passing the limit was not always enough; inconclusive = no clear call, values can overlap the other calls; also: plate controls were buffer without enzyme for full effect and enzyme alone for no effect
Y pestis TopoI: Yersinia pestis topoisomerase I inhibitors, primary screen, biochemical, cleavage product accumulation, plate reader, single point. activity, % at 10 µM. actives 0.064% (n = 360,000). Y. pestis Topo-I cleavage product accumulation. AID 504884, 2011; in the data active = activity above about 50%, passing the limit was not always enough; inconclusive = no clear call, values can overlap the other calls; also: inactives centre near 2
TcdB inh: TcdB glycohydrolase inhibitors, primary screen, biochemical, single point, plate reader. TcdB glycohydrolase enzymatic assay. inhibition, % at 9.99 µM. actives 0.24% (n = 350,000). AID 652162, 2013; in the data active = inhibition above about 10%
* hit, by the source's call; ? = inconclusive; nt = no result given. Rule as the data show it, unless noted: active = inhibition above about 30%; inconclusive = no clear call, values can overlap the other calls; inactive = below that. No enrichment for hits. About 2.3% of those tested had a hit in this group.

SMILES	Anthrax LF inh2	FadD28 binding	CCHF vOTU inh	PrPC surface inh	PfHsp40 rescue	BoNT A protease	BoNT-F LC inh	Y pestis TopoI	TcdB inh
CCOc1cc2[nH]c(=S)n(C(C)C)c(=O)c2cc1OCC	-5	-0.6	5	33*	0.8	-0.2	-3	-1	nt
CCC1=NC(c2ccc(OC)cc2)N(O)C1(C)C (stereo not drawn)	-1	-5.1	nt	nt	-1.2	-0.4	7	-2	nt
O=C(NCC1CCCN(Cc2cccc(C(F)(F)F)c2)C1)c1ccc(F)cc1 (stereo not drawn)	1	-4.7	-8	-4	-1.5	0.5	3	-9	0.1
c1ccc(Cn2c(-c3cncs3)nc3ccccc32)cc1	1	-6.8	6	7	0.5	-2.8	-4	22	nt
CCOc1ccc(C(=O)CSc2nnc(N)s2)cc1	2	-0.6	9	-4	-0.9	1.3	4	2	nt
Cc1ccc(OCCCC(=O)Nc2ccc(S(=O)(=O)Nc3cc(C)on3)cc2)cc1	0	-7.5	-6	5	0.0	-0.2	-13	0	nt
O=C(O)C1C2CCC(C2)C1C(=O)Nc1nc2ccccc2s1 (stereo not drawn)	nt	-1.2	5	8	-1.5	nt	nt	-4	nt
O=C(NCc1cccc2ccccc12)c1cccs1	-5	-3.3	-6	-1	-0.9	-0.5	-7	7	1.1
OCC[C@@H]1C[C@H](O)[C@@H](O)[C@@]2(OCc3ccccc32)O1	-4	-0.4	0	4	-0.6	0.1	-8	7	1.2
COc1ccc(/C=C2\SC(=NCc3ccccc3)N(Cc3ccccc3)C2=O)cc1OC	-4	0.3	18	0	-0.3	0.3	-8	16	nt
CCCCc1nc2cc(C(=O)N(C)CCc3cn[nH]c3)ccc2o1	4	-1.1	10	7	-1.7	0.4	7	10	-1.9
CC(=O)Oc1ccc(-c2ccc(C(=O)O)cc2)cc1	-2	0.0	-4	3	0.3	-0.5	-6	2	nt
CCN(CC(=O)NCc1ccc(F)cc1)c1ccc(S(C)(=O)=O)cc1[N+](=O)[O-]	-1	1.8	9	-5	0.0	-0.1	-2	4	1.1
CCCCCCCC(=O)N/N=C(\C)c1ccc(O)cc1O	1	0.5	1	-2	1.7	-1.4	-10	2	1.5
COC(=O)[C@]12CCCCC=C1N(Cc1cccc3ccccc13)C(=O)[C@H](CC(=O)NCc1ccccc1)C2	-6	nt	7	6	nt	0.4	7	nt	1.4
COc1ccc(OC)c(NC2=NC3(CCCC3)N=C(N)N2)c1	-2	-0.8	4	4	-0.6	-0.6	-22	-5	nt
CC(=O)N1c2ccc(S(=O)(=O)N3CCCCC3)cc2CC1C (stereo not drawn)	-2	-0.5	0	7	0.1	0.7	0	-4	1.1
c1ccc(CN2CCN(CCOCCOc3ccc4c(c3)CCC4)CC2)cc1	-3	-1.1	6	-2	-1.0	-0.4	3	21	0.3
CCOC(=O)c1c(-c2ccccc2)csc1NC(=O)/C(C#N)=C/c1ccc(OC)c(OC)c1	0	-4.0	-3	1	-1.7	2.7	-1	-3	nt
O=C(c1cccc(F)c1)N1CCC(O)(c2cccnc2)CC1	0	-0.1	-9	4	-0.2	0.3	-5	-3	nt
Nc1nnc(SCC(=O)NC2CCCC2)s1	0	-3.8	15	-5	-0.8	1.9	4	3	2.3
CCOP(=O)(C(NC(=O)c1ccccc1Cl)=C(Cl)Cl)c1ccccc1 (stereo not drawn)	-7	-2.6	2	-8	-0.7	0.2	2	-7	nt
COc1ccc(/C=C2/SC(=O)N(CCC(=O)Nc3ccccc3)C2=O)cc1OC	0	-1.7	17	2	-0.5	-0.1	-3	-10	0.7
CC1CC(NC(=S)N(C)C)CC(C)(C)C1 (stereo not drawn)	9	1.7	-5	-5	nt	0.0	3	3	0.8
Cc1ccc(C2(c3ccc(C)cc3)CC2C(=O)NCc2cccnc2)cc1 (stereo not drawn)	-1	-0.4	10	11	0.3	0.2	-2	-6	-0.1
SMILES	Anthrax LF inh2	FadD28 binding	CCHF vOTU inh	PrPC surface inh	PfHsp40 rescue	BoNT A protease	BoNT-F LC inh	Y pestis TopoI	TcdB inh
Cc1ccccc1-c1nc(C#N)c(N2CCCCC2)o1	17	-3.9	-12	6	5.8	2.6	0	3	0.9
COCCN(Cc1nc2ccccc2c(=O)[nH]1)C(=O)COc1c(C)cc(Cl)cc1C	5	-5.1	3	6	1.3	0.0	5	13	-1.1
Cc1ccc(S(=O)(=O)N2CN(Cc3ccco3)c3nc4ccccc4nc32)cc1	-1	-3.3	-1	0	-0.6	-0.3	-4	19	nt
N#CCCn1cc(C(=O)N2CCCCC2)c(-c2cccc([N+](=O)[O-])c2)n1	0	-3.9	-11	-9	-1.5	-0.3	-5	5	1.5
COCCNC(=O)/C(C#N)=C1\N=C(NC(=O)c2cccs2)c2ccccc21	8	-1.8	-13	-14	-0.1	5.5	7	-8	0.7
COc1ccc(C(=O)COc2ccc(NC(C)=O)cc2)cc1	0	1.8	-14	3	-0.7	0.7	2	-3	-5.3
CC(C)OC(=O)c1ccccc1C(=O)c1ccc(N)c([N+](=O)[O-])c1	-2	-7.7	18	-18	0.5	-0.7	-4	5	-2.9
O=[N+]([O-])c1ccc(-c2nc(-c3ccncc3)no2)cc1	8	-2.6	5	-33	1.4	0.3	?	2	0.6
COc1ccc(Nc2cc(C(=O)NCCCN3CCN(C)CC3)c3ccccc3n2)cc1OC	-2	-1.7	4	2	0.0	-0.5	-12	-11	nt
NC1=NC(=O)C(Cc2ccc(Br)cc2)S1 (stereo not drawn)	2	-7.3	17	8	-0.4	-0.6	-3	5	0.9
Cc1ccc(CNC(=O)C(c2ccccc2)c2ccccc2)cc1	-9	-3.8	-13	-1	0.6	-1.7	-15	17	1.1
CN(Cc1cn(Cc2ccc(F)cc2)nn1)C1CN(Cc2cn(Cc3ccc(F)cc3)nn2)S(=O)(=O)C1 (stereo not drawn)	2	nt	7	5	nt	0.2	-1	nt	1.2
Cc1ccc(NC(=O)C2COc3ccccc3O2)c(C)c1 (stereo not drawn)	-3	-0.5	5	-4	7.4	-0.5	1	7	1.7
N#CC1(C#N)C(C(=O)C23CC4CC(CC(C4)C2)C3)C12CCOCC2 (stereo not drawn)	-2	-0.2	-16	1	0.2	-1.1	-6	-4	-0.2
Cc1ccc2c(c1)P(=O)(O)c1cc(C)ccc1O2	-2	-4.1	-2	5	0.5	0.6	6	-6	0.7
Cc1ccc(S(=O)(=O)N/N=C\c2ccc(Cl)c([N+](=O)[O-])c2)cc1	-1	-0.4	-11	1	0.7	1.1	2	0	1.3
Cc1cccc(NC(=S)NN2CCOCC2)c1C	0	-4.0	15	7	-0.1	-0.3	-7	-5	nt
CC1(OC(=O)C2CCCC2)C(=O)C=C2C=C(c3ccsc3)N(C3CC3)C=C2C1=O (stereo not drawn)	-9	0.0	28	-10	-1.7	3.7	-21	5	1.0
O=C(O)CC1c2ccccc2CCN1S(=O)(=O)c1cccs1 (stereo not drawn)	-15	-1.7	5	0	nt	-5.6	4	6	0.3
CC(NC(=O)C1CCCN1S(=O)(=O)c1ccccc1)c1ccccc1 (stereo not drawn)	22	-2.0	-21	2	-0.9	2.3	7	2	0.9
COc1cc(COCC(O)CN2CCOCC2)cc(OC)c1OC (stereo not drawn)	0	-4.4	3	-4	-0.7	-0.2	-2	3	nt
CC(C)N1CC(O)=C(c2nc3ccccc3c(=O)[nH]2)C1=N	0	0.3	-8	4	1.0	0.4	2	3	nt
O=C1OCC/C1=C\c1ccccc1	0	-4.1	-3	-7	-1.7	-0.5	-2	3	nt
CCN(CC)S(=O)(=O)c1ccc(N2CC(C(=O)NCc3cccnc3)CC2=O)cc1 (stereo not drawn)	0	-3.0	0	6	-0.5	0.2	10	-8	1.6
Cc1cc(F)ccc1S(=O)(=O)N1CCCOC1CNC(=O)C(=O)NCCc1ccco1 (stereo not drawn)	-6	-3.4	5	3	nt	-0.2	0	-6	0.0
SMILES	Anthrax LF inh2	FadD28 binding	CCHF vOTU inh	PrPC surface inh	PfHsp40 rescue	BoNT A protease	BoNT-F LC inh	Y pestis TopoI	TcdB inh
Cc1cc(C)cc(N=C(NO)c2cccc([N+](=O)[O-])c2)c1	-2	-2.5	15	-5	-1.1	-1.5	2	5	nt
CC(C)CC(OC(=O)c1ccc(Cl)nc1)C(=O)NC1CCCC1 (stereo not drawn)	2	-1.2	8	-6	-0.3	-0.7	16	-3	0.4
CC1CC1C(=O)Nc1nc2ccc(S(C)(=O)=O)cc2s1 (stereo not drawn)	2	-2.1	-13	5	-1.8	1.2	12	5	-0.2
Cc1cccc(-n2ccc(=O)c(C(=O)O)n2)c1	1	-1.3	2	0	0.7	2.1	3	2	1.4
O=C1/C(=C/c2cccc(O)c2)SC(=S)N1CC1CCCO1 (stereo not drawn)	3	-3.8	1	-5	0.4	0.2	-7	-1	0.5
O=C(COC(=O)/C=C/c1ccc(S(=O)(=O)N2CCOCC2)cc1)NCc1ccccc1	-6	-3.7	-6	-1	-0.9	-0.8	-7	0	-1.0
COc1cccc(C#CC2=CC(=O)C[C@H](c3ccc(F)cc3)C2)c1	-1	-4.6	17	-7	nt	0.0	1	49	0.7
CCCCN(C(=O)c1[nH]c(C)c(C(=O)OCC)c1C)c1c(N)n(CCCC)c(=O)[nH]c1=O	-2	0.5	2	6	-0.3	0.2	4	1	1.7
CCOC(=O)c1ccc(-c2cccc(-c3cc(=O)oc4cc(OC)cc(OC)c34)c2)cc1	-8	-2.3	nt	nt	-1.6	-0.1	-5	-6	nt
O=C(c1ccc(Cl)c(S(=O)(=O)N2CCCCCC2)c1)N1CCCC(C(F)(F)F)C1 (stereo not drawn)	-4	-1.1	5	5	-1.0	1.1	-3	-2	0.1
CCn1c(CC(=O)Nc2ccccc2F)nnc1SCC(=O)NC1CCCCC1	3	-2.4	13	9	0.1	2.1	2	0	-0.7

An excerpt of these results, as labelled records:
> Cc1cccc(-n2ccc(=O)c(C(=O)O)n2)c1
- Anthrax LF inh2 = 1
- FadD28 binding = -1.3
- CCHF vOTU inh = 2
- PrPC surface inh = 0
- PfHsp40 rescue = 0.7
- BoNT A protease = 2.1
- BoNT-F LC inh = 3
- Y pestis TopoI = 2
- TcdB inh = 1.4

> O=C1/C(=C/c2cccc(O)c2)SC(=S)N1CC1CCCO1 (stereo not drawn)
- Anthrax LF inh2 = 3
- FadD28 binding = -3.8
- CCHF vOTU inh = 1
- PrPC surface inh = -5
- PfHsp40 rescue = 0.4
- BoNT A protease = 0.2
- BoNT-F LC inh = -7
- Y pestis TopoI = -1
- TcdB inh = 0.5

> O=C(COC(=O)/C=C/c1ccc(S(=O)(=O)N2CCOCC2)cc1)NCc1ccccc1
- Anthrax LF inh2 = -6
- FadD28 binding = -3.7
- CCHF vOTU inh = -6
- PrPC surface inh = -1
- PfHsp40 rescue = -0.9
- BoNT A protease = -0.8
- BoNT-F LC inh = -7
- Y pestis TopoI = 0
- TcdB inh = -1.0

> COc1cccc(C#CC2=CC(=O)C[C@H](c3ccc(F)cc3)C2)c1
- Anthrax LF inh2 = -1
- FadD28 binding = -4.6
- CCHF vOTU inh = 17
- PrPC surface inh = -7
- PfHsp40 rescue = nt
- BoNT A protease = 0.0
- BoNT-F LC inh = 1
- Y pestis TopoI = 49
- TcdB inh = 0.7
